ALOX15B inhib = inhibitors of human 15-lipoxygenase 2 (ALOX15B) | purified 15hLO-2, xylenol orange hydroperoxide absorbance | Potency, µM (series often up to 57.1 µM), for the others: top-dose activity change, negative = inhibition, actives largely listed as inhibitors | 110,000 tested, 0.56% active | AID 881; further: potency means the concentration at half of the fitted maximal effect; nearly all actives have a fitted effect of over 60% in size; many of its hits are not listed in these tables
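Purified human 15hLO-2 (50 nM) preincubated 15 min with compound, then 45 uM arachidonic acid for 90 min at RT in 25 mM Hepes pH 7.5, 0.01% Triton X-100. Hydroperoxide detected by Fe-xylenol orange; 573/405 nm absorbance ratio.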
12-hLO inh = 12-hLO (ALOX12) enzyme inhibition; purified 12-hLO, xylenol orange hydroperoxide absorbance; Potency, µM (top dose mostly 57.1 µM), for the others: top-dose activity change, negative = inhibition, actives largely listed as inhibitors; 150,000 tested, 0.12% active; AID 1452; further: potency means the concentration at half of the fitted maximal effect; nearly all actives have a fitted effect of over 55% in size; many of its hits are not listed in these tables
Target sequence (P18054 whole entry, looked up): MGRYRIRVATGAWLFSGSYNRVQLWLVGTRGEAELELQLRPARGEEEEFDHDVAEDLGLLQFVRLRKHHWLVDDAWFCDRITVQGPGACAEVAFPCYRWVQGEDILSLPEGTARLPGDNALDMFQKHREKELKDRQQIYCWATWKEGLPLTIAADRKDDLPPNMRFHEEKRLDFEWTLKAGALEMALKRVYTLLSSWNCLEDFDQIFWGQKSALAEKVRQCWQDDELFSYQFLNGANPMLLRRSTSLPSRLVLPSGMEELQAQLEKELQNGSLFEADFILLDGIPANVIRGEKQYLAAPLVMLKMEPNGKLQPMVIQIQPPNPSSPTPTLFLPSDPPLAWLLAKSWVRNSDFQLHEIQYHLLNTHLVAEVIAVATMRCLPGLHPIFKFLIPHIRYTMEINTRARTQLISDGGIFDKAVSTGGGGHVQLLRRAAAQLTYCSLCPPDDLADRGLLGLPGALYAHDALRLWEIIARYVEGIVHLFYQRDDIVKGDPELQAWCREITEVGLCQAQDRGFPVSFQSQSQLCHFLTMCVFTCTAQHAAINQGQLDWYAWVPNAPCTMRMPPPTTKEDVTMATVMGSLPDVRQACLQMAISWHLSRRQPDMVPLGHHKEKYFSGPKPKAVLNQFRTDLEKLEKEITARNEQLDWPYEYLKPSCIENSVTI
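Purified human 12hLO (150 nM), preincubated 15 min with compound, then 40 uM arachidonic acid for 30 min, room temperature, Hepes pH 7.0 with 0.01% Triton X-100. Hydroperoxide detected by ferrous iron/xylenol orange; 573/405 nm absorbance ratio gives reaction progress.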
IMPase inh = cell-permeable inhibitors of inositol monophosphatase (IMPase) | CHO-M1 cells, IP1 accumulation, HTRF TR-FRET ratio | AID 901 | inhibition (IP1 accumulation), % at 46.1 µM | P97697 | 120,000 tested, under 10 active; active means well fitted curve in the direction sought with a large enough effect in the signal ratio, not every such curve was filed as active; inconclusive means small, poorly fitted or top-dose-only effect, or a change in a side signal; inactive means no such curve, though single readings can be large or run the other way; the % refers to the signal ratio;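 further: cells stimulated with carbachol in lithium chloride buffer; plate controls were DMSO basal wells for no effect and reference inhibitor wells for full effect; higher means more IMPase inhibition seen as more IP1 and lower FRET ratio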
Target sequence (P97697 whole entry, looked up): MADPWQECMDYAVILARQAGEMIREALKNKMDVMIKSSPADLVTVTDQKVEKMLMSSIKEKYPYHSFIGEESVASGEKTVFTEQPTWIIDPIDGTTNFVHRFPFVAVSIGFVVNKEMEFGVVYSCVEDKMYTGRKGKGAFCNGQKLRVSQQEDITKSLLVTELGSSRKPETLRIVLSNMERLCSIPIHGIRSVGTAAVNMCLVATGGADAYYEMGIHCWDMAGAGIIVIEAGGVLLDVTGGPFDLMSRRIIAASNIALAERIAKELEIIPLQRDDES
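CHO-M1, 2000 cells/well, cultured 16–30 h; cpd up to 46 uM; carbachol (50 uM solution, stimulation buffer w/ 50 mM LiCl, pH 7.4), 30 min 37C; IP-One TR-FRET, 10 min RT; Ex 320/Em 665, 620; Hill-fit AC50.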
PNC inhibitor = blocks assembly of the perinucleolar compartment. PC3M PTB-GFP, PNC prevalence imaging, 16 h; stronger effect = lower value. 140,000 tested, 3.1% active. activity change (PNC), negative = inhibition, % at 10 µM. AID 2417;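 active means readout at or below -70, meaning at least 70% loss of cells showing the perinucleolar compartment, a nuclear body marking cancer cells; inconclusive means readout between -30 and a set limit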;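 further: plate controls were DMSO wells for no effect and camptothecin positive control wells for full effect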
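Read-out is percentage of cells bearing a perinucleolar compartment, from automated 20x imaging of fixed, Hoechst-stained PC3M PTB-GFP cells. Cells were seeded 4 h, then exposed 16 h to compound (23 nl of library stock) in duplicate plates.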
Active calls of the source: *; ? = inconclusive; · = no result given; & = joins results of further samples; [ ] = remark or other dose. Unless noted, the call rests on the fitted dose curve; in most records, active means well fitted curve in the direction sought with a large enough effect; inconclusive means small, poorly fitted or top-dose-only effect, or another doubt; inactive means no such curve, though single readings can be large; an effect the other way counts as inactive or inconclusive. Unless noted, on the % scale 0 is the no-effect control and ±100 the full control effect. This is a subset; count on the stated rates, not on these rows.

#	Compound	ALOX15B inhib	IMPase inh	12-hLO inh	PNC inhibitor
1	CCn1c(SCC(=O)c2ccc(C)cc2)nnc1-c1ccoc1C	-7%	6	-3%	1
2	N#Cc1cccc(N=Cc2c(O)ccc3ccccc23)c1	·	·	-3%	-9
3	CC1CCCC(NC(=O)COC(=O)/C=C/c2ccc3c(c2)OCO3)C1C (configuration not stated)	·	-2	0%	?
4	O=C(N/N=C1\CCCc2ccccc21)c1ccccc1[N+](=O)[O-]	·	-8	1%	-7
5	O=C(N/N=C/c1ccc(O)c(O)c1)C1c2ccccc2Oc2ccccc21	?	14	?	-26
6	Cc1cccc(C(=O)NC(=S)NNC(=O)Cc2ccccc2)c1	·	·	-3%	?
7	CCCn1c(CCC(=O)O)ccc1-c1ccc(OC)cc1	?	8	?	11
8	Clc1ccc2nc(C3CCN(Cc4nnnn4C4CCCCC4)CC3)[nH]c2c1	·	24	1%	17
9	Cc1cc(=O)oc2cc(OCC3CC(c4ccccc4Cl)=NO3)ccc12 (configuration not stated)	-10%	7	4%	-89*
10	CCOC(=O)C1CCN(C(=O)c2sc3nc(-c4ccccc4)cn3c2C)CC1	1%	0	4%	-9
11	COc1cccc(/C=N/n2c(C)nc3ccccc3c2=O)c1O	-2%	5	-11%	?
12	O=C(NCCCN1CCOCC1)c1cc2ccccc2oc1=O	3%	1	-6%	11
13	O=C(NC(=S)N(Cc1ccccc1)Cc1ccccc1)c1ccccc1F	8%	-13	-4%	3
14	CC(C)(NO)/C(=N/O)c1ccc(Br)cc1	?	9	-6%	17
15	COc1cc2c(cc1OC)C(c1ccccc1)N(C(=O)c1ccco1)CC2 (configuration not stated)	-13%	5	-4%	38
16	O=C(NC1CCCCCC1)C1C2C=CC3(CN(Cc4cccnc4)C(=O)C13)O2 (configuration not stated)	-3%	2	4%	31
17	CCCNS(=O)(=O)c1ccc(CCC(=O)N2CCN(c3ccc(F)cc3)CC2)cc1	·	·	0%	-15
18	COc1ccc(NC(=O)c2ccccc2SC)cc1OC	-2%	1	-4%	2
19	CCCn1c2ccc(/C(C)=N\O)cc2c2cc(/C(C)=N/O)ccc21	-3%	4	-17%	7
20	CCOC(=O)N1CCN(C(=O)C2CCN(Cc3ccc(OC)cc3OC)CC2)CC1	·	·	-3%	33
21	O=C(CNCCC1=CCCCC1)Nc1ccc(N2CCCCCC2)cc1	-4%	0	-18%	-24
22	COC(=O)c1ccccc1NC(=O)CN1CCN(C23CC4CC(CC(C4)C2)C3)CC1	20%	5	9%	-1
23	COCCCNC(=O)c1nc2c(nnn2Cc2cc(C)ccc2C)c(=O)[nH]1	·	-5	-1%	80
24	CC(Nc1nc(N2CCCCC2)nc2ccccc12)c1ccccc1 (configuration not stated)	22%	-5	?	-23
25	CCc1cc(C(c2ccccc2OC)N2CCOCC2)c(NC(=O)c2ccccc2)s1 (configuration not stated)	-7%	10	-1%	19
26	CC(C)c1nc(N2CCOCC2)c(C#N)c2c1CCCC2	-6%	5	-2%	23
27	CC/C(=N\NC(=O)c1ccoc1C)c1ccc(C)o1	·	·	1%	7
28	CCOC(=O)c1ccc(NC(=O)CC2NCCNC2=O)cc1 (configuration not stated)	-2%	-4&0	3%	10
29	CN1C(=O)C(O)(CC(=O)c2ccc3c(c2)OCO3)c2ccccc21 (configuration not stated)	-2%	0	-3%	-18
30	CCCCOc1ccccc1C1NC(=O)NC(C)=C1C(=O)OCc1ccco1 (configuration not stated)	-10%	12	-8%	?
31	CCC/C(=N\NC(=O)c1ccccc1C)c1ccccc1	·	·	1%	?
32	CCOc1ccccc1OCCC(=O)Nc1ccc(F)c(Cl)c1	·	·	1%	13
33	N#CC1=C(SCc2ccccc2)NC(=O)CC1c1ccccc1 (configuration not stated)	·	-5	-2%	-24
34	O=C(N/N=C/c1ccc([N+](=O)[O-])s1)C(O)c1ccccc1 (configuration not stated)	·	·	?	0
35	COc1ccc(CCNC(=O)CSc2nnc(CNC(=O)c3ccco3)o2)cc1OC	-1%	1	-3%	?
36	CCOC(=O)c1oc2c(C)c(O)ccc2c(=O)c1-c1nncn1-c1ccccc1	-4%	2	1%	-2
37	O=C(Nc1ccc(Cl)c(Cl)c1)OCc1cncs1	5%	2	-1%	-12
38	Cn1cc(C(=O)N/N=C/C2=C(N3CCOCC3)C(=C\c3ccccc3)/CC2)ccc1=O	·	·	-3%	?
39	CC(=O)NCCCNc1ccc([N+](=O)[O-])cc1	·	·	-3%	13
40	COc1ccc(C(=O)O/N=C2\CCCc3nonc32)cc1	·	·	0%	?
41	CN(C)c1ncnc2c1NC1=C(S2)C(=NCCCC(=O)O)CC(C)(C)C1	-21%	?	-9%	-3
42	CCCCNC(=O)c1ccccc1NC(=O)CCSc1ccccc1	7%	-3	-10%	?
43	COc1ccc(C)cc1NC(=O)C1CCCN1C(=O)OCc1ccccc1 (configuration not stated)	-2%	9	3%	37
44	CCOC(=O)C1=C(C)S/C(=C\N(C)C)C1=O	3%	-4	-4%	?
45	CCOC(=O)N1CCN(C(=O)CN(C2CCCCC2)S(=O)(=O)c2c(C)cc(C)cc2C)CC1	-5%	7	-4%	26
46	O=S(=O)(Cc1ccccc1)NCC1CCCO1 (configuration not stated)	-4%	6	1%	5
47	Cc1ccc(S(=O)(=O)NC2=C(N3CCN(Cc4ccccc4)CC3)C(=O)c3ccccc3C2=O)cc1	12%	-3	-2%	-19
48	COC(=O)NC1CCC(NC(=O)OC)CC1 (configuration not stated)	·	·	5%	?
49	O=C(OC1CCOC1=O)c1ccc(S(=O)(=O)N2CCCCCC2)cc1 (configuration not stated)	0%	5	-1%	25
50	C/C(=N\NC(=O)C1CC1c1ccccc1)c1cccs1 (configuration not stated)	0%	12	-6%	56
51	CC(=O)/C(=N\Nc1ccc(Cl)cc1Cl)Sc1cccc2cccnc12	·	·	-3%	48
52	CCOC(=O)CCCCC(=O)c1[nH]c(=O)[nH]c1CSCCO	-3%	-4	5%	-6
53	Cn1c(=O)cc(SCC(=O)NCCCN2CCN(c3ccccc3F)CC2)c2ccccc21	24%	1	-2%	-5
54	CCN(CC)C(=O)Cn1nc(C)c2ccccc2c1=O	0%	2	4%	-14
55	CCc1nnc(NS(=O)(=O)c2ccc(NC(=S)Nc3ccc(F)cc3)cc2)s1	·	·	-3%	-8
56	Cn1cnnc1SCc1ccc(C(=O)N=Nc2c(O)n(Cc3ccc(Cl)cc3)c3ccccc23)cc1	·	·	2%	16

The results go on:
#	Compound	ALOX15B inhib	IMPase inh	12-hLO inh	PNC inhibitor
57	COc1ccc(-c2nc(CS(=O)CC(=O)NC3CCCc4ccccc43)c(C)o2)cc1OC (configuration not stated)	-5%	3	2%	19
58	N#C/C(=C/c1ccc(N2CCCCCC2)o1)c1cccc(F)c1	7.9µM*	17	?	?
59	C=C(C)Cn1c(SCC(=O)NCc2ccco2)nc2sc3c(c2c1=O)CCC3	-15%	4	-9%	8
60	COc1ccc(C(=O)c2cc([N+](=O)[O-])ccc2N2CCOCC2)cc1	·	·	-4%	-84*
61	CC(=O)C1CCC2C3CC=C4CC(O)CC[C@@]4(C)C3CC[C@]12C (some centres not stated)	-9%	·	-6%	·
62	CC[N+](C)(C)c1cccc(O)c1	-2%	1[20.6 µM]	4%	36
63	Cc1ccc(S(=O)(=O)CC(N)=O)cc1	-6%	11	-4%	19
64	N[C@@H](Cc1ccccc1)C(=O)O	4%[11.4 µM]	·	-1%[11.4 µM]	·
65	COC(=O)/C(NC(C)=O)=C(\C)c1ccc(Cl)cc1	·	1[0.0738 µM]	1%	21
66	COC(=O)c1cc(O)c(O)c(O)c1	·	·	-6%	-14
67	Cn1cccc1C(=O)N1CCC2(CC1)CN(C(=O)Nc1ccccc1)C2	0%	·	-2%	·
68	CCNc1cc(N2CCCC2)ccc1[N+](=O)[O-]	·	·	-1%	-22
69	COc1cccc(C(=O)NCC(=O)N2CCC(C)CC2)c1	-3%	0	-3%	25
70	COC(=O)c1ccccc1NC(=O)C1CCCO1 (configuration not stated)	·	·	-1%	41
71	Cc1ccc(Cl)cc1N1CCN(Cc2cc3c(cc2O)CCC3)CC1	21%	-4	4%	-16
72	CCNC(=S)NNC(=O)CCn1cc(C)cn1	·	·	-2%	-18
73	COc1ccc(-c2cc(C(=O)OC3CCOC3=O)c3ccccc3n2)cc1 (configuration not stated)	-12%	-3	-18%	-23
74	C/C(=N\O)c1ccc2c3c([nH]c2c1)CCCC3	-9%	1	-10%	?
75	CCOc1cc(/C=C2/C(=N)N3C=CSC3=NC2=O)ccc1OCCCOc1ccccc1C	-12%	5	-2%	63
76	N#CCSc1nc2c(c(=O)n1Cc1ccccc1)C1(CCCC1)Cc1ccccc1-2	1%	4	-4%	?
77	COC(=O)c1cc2occc2n1Cc1nc(-c2ccccc2Cl)oc1C	·	·	2%	59
78	Cc1c(Nc2nc3ccccc3nc2NS(=O)(=O)c2ccccc2)c(=O)n(-c2ccccc2)n1C	-6%	4	-9%	?
79	Nc1nnn(CC(=O)N/N=C/c2cccc3ccccc23)n1	·	-2	-2%	55
80	NC(=O)C1(N2CCCCC2)CCN(C(=O)NC23CC4CC(CC(C4)C2)C3)CC1	1%	4	6%	-13
81	CSCCC(NC(=O)c1ccccc1)C(=O)NC1CC1 (configuration not stated)	·	7	2%	2
82	CC(C)c1onc(C(=O)NCc2ccc(Cl)cc2)c1[N+](=O)[O-]	·	-6	-2%	8
83	Cc1cccc2cc(CN(C(=S)NCC(C)C)C3CCCC3)c(=O)[nH]c12	·	13	2%	17
84	Cc1ccnc(NC(=O)c2ccoc2C)c1	·	·	-2%	-28
85	COc1ccc(N2C(=O)C3CCCN3C2c2ccc(Cl)cc2)cc1 (configuration not stated)	-2%	-1	6%	2
86	COCCn1nnnc1C(c1cc2cc(C)ccc2[nH]c1=O)N1CCCCCC1 (configuration not stated)	-1%	4	-1%	31
87	Cc1cccc(Cn2ccc(-c3ccc(Cl)cc3)c(C#N)c2=O)c1	-2%	-9	0%	54
88	CCC1=NN(C(=O)Cc2ccc([N+](=O)[O-])cc2)C(O)(c2ccc(Br)cc2)C1 (configuration not stated)	·	·	-7%	100
89	CCOC(=O)c1c(NC(=O)C(C)Sc2cn(C)c3ccccc23)sc2c1CCC2 (configuration not stated)	·	·	-2%	6
90	CC(C)(C)c1ccc(C(=O)NCc2nnc(SCC(=O)N3CCCc4ccccc43)n2-c2ccccc2)cc1	·	3	-2%	-10
91	C=CCOC(=O)COc1ccc2c(C)c(CC)c(=O)oc2c1	8%[2.29 µM]	-5	-1%	?
92	CN(C)S(=O)(=O)c1cccc(-c2nnc(SCc3cc(Cl)cc4c3OCOC4)n2N)c1	-22%	2	-12%	-13
93	N=c1c(C(=O)NCc2ccco2)cc2c(=O)n3ccccc3nc2n1Cc1ccc(Cl)cc1	-13%	6	-16%	36
94	CCCN(CCC)CCCNC(=O)CS(=O)Cc1nc(-c2ccc(OC)c(OC)c2)oc1C (configuration not stated)	·	8	7%	25
95	CCOC(=O)CN1C(=O)C2(OCCCO2)c2ccccc21	-2%	10	1%	7

Single records, as listed above. Order of values: ALOX15B inhib | IMPase inh | 12-hLO inh | PNC inhibitor
CN(C)S(=O)(=O)c1cccc(-c2nnc(SCc3cc(Cl)cc4c3OCOC4)n2N)c1 is entered as -22% | 2 | -12% | -13
CC(C)(C)c1ccc(C(=O)NCc2nnc(SCC(=O)N3CCCc4ccccc43)n2-c2ccccc2)cc1 is entered as · | 3 | -2% | -10
C=CCOC(=O)COc1ccc2c(C)c(CC)c(=O)oc2c1 is entered as 8%[2.29 µM] | -5 | -1% | ?
CCOC(=O)c1c(NC(=O)C(C)Sc2cn(C)c3ccccc23)sc2c1CCC2 (configuration not stated) is entered as · | · | -2% | 6

High-throughput results: PubChem BioAssay, National Center for Advancing Translational Sciences (NCATS)
